WT yeast gro inh: growth inhibition of WT yeast, mitochondrial fusion screen. mitochondrial fusion phenotypic screen, WT strain. inhibition, % at 10 µM. actives 2.1% (n = 190,000). AID 1362; in the data active = inhibition above about 58%; tested in S. cerevisiae
Myeloid diff 2: promotes myeloid progenitor differentiation; ER-HoxA9 myeloid progenitors, lysozyme-GFP differentiation, flow cytometry; calls only at 10 µM; actives 1% (n = 360,000); AID 624256;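 active = normalized GFP-positive differentiation at or above the plate's own cutoff, the solvent-only control mean plus 3 SD; inconclusive = no clear call, values can overlap the other calls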;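 note: cells exposed to compound for four days before flow analysis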
b-catenin transl: beta-catenin nuclear translocation modulation; actives 0.3% (n = 190,000); nuclear translocation activity, % at 5 µM; HeLa beta-catenin nuclear translocation, immunofluorescence imaging;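 active = nuclear translocation activity above 50% at 5 µM, with a well cell count of 50 or more; inconclusive = wells under 50 cells across six images, flagged as toxic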;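 note: per-cell ratio of nuclear to cytoplasmic median beta-catenin stain intensity; plate controls were DMSO negative control for no effect and GSK-3 inhibitor IX positive control for full effect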
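Test system: human HeLa cells, endogenous beta-catenin. Times: 24 h compound exposure, 37°C. Measured by: beta-catenin immunofluorescence imaging with DAPI.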
West Nile virus CPE: West Nile virus antiviral activity, cell-based, CPE readout (AID 1621); actives 0.02% (n = 290,000); West Nile virus-infected cells, CPE inhibition; higher % means a stronger effect; CPE inhibition, % at 10 µM, or IC50 in µM where a hit was titrated; in the data active = a potency from the dose series; inconclusive = CPE inhibition mostly from about 3.7% at the one dose, without a potency; inactive = the rest, 99 in 100 with CPE inhibition below about 2.2%; note: strong numbers were not always called active
RSV antiviral HEp-2: RSV antiviral activity via CPE protection, HEp-2 cells, primary 10 µM value included (AID 2391) | CPE inhibition, % at 10 µM; hits with a dose series show IC50 in µM | HEp-2 cells, RSV-induced CPE inhibition; higher % means a stronger effect | actives 0.13% (n = 310,000); in the data active = a potency from the dose series; inconclusive = CPE inhibition mostly from about 23% at the one dose, without a potency; inactive = the rest, 99 in 100 with CPE inhibition below about 21%; note: strong numbers were not always called active
T cell HTS: T cell immune modulators affecting CD8 T cell-vesicle binding. 2C CD8+ T cell-vesicle binding, flow cytometry; stronger effect = lower value. calls only at 7 µM. actives 0.068% (n = 330,000). AID 2052;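 active = response, share of CD8 T cells binding vesicles, and their 90th percentile fluorescence all below set limits, cut at about 80% in these data, passing the limit was not always enough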
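Material: murine 2C transgenic CD8+ T lymphocytes / Also added: QL9-peptide-loaded Drosophila micro-vesicles bearing Ld, ICAM-1 and B7-1 / Schedule: binding step 1.5 h, 37 °C, antibody labelling 20 min, ice / Signal: flow cytometry, PE anti-B7-1 (FL2) versus Alexa647 anti-CD8 (FL8), PFA-fixed / Evaluation: percent CD8+ FL2 mean versus row control / Benchmarks: naked versus QL9-loaded vesicles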
MgcRacGAP inhibition: MgcRacGAP GTPase-activating activity inhibitors, confirmation, biochemical, ADP Hunter fluorescence; actives 0.6% (n = 340,000); inhibition, % at 30 µM, or IC50 in µM where a hit was titrated; MgcRacGAP-stimulated Rac1 GTP hydrolysis, ADP Hunter fluorescence; higher % means a stronger effect; GST-tagged Rac1 F28L mutant substrate;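 active = first-screen hits whose inhibition reached a set limit at any dose in the follow-up dose series; inconclusive = inhibition above the set first-screen limit but never retested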;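 note: fluorescence reports GDP produced by GAP-driven GTP hydrolysis; strong numbers were not always called active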
Salmonella PhoP GFP: PhoP-dependent GFP reporter repression – Salmonella Typhimurium, primary screen (AID 1863); S. Typhimurium PhoP-regulated promoter GFP reporter, 4 h; higher % means a stronger effect; inhibition, % at 50 µM, or IC50 in µM where a hit was titrated; actives 0.16% (n = 300,000);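 active = inhibition over 29.93%, a cutoff 3 SD above the screen mean, later confirmed by dose response; inconclusive = inhibition over 29.93% but no dose response follow-up; inactive = inhibition at most 29.93% or unconfirmed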;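 note: 0% = low Mg2+ inducing control and 100% = high Mg2+ repressing control; strong numbers were not always called active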
SV40 large T antigen: SV40 large T antigen inhibitors, biochemical (AID 1903); inhibition, % at 20 µM, or IC50 in µM where a hit was titrated; SV40 large T antigen ATPase/helicase inhibition assay; higher % means a stronger effect; actives 0.39% (n = 310,000); in the data active = a potency from the dose series; inconclusive = inhibition mostly from about 32% at the one dose, without a potency; inactive = the rest, 99 in 100 with inhibition below about 32%; note: strong numbers were not always called active
WT yeast gro inh mutant strain: further read-out of WT yeast gro inh, marked with its call; inhibition, %; mitochondrial fusion phenotypic screen, mutant strain inhibition
b-catenin transl cell count 5 µM: also measured in b-catenin transl; calls as there; cell count; measured here: cell count, cytotoxicity flag
T cell HTS vesicle-bound %: further read-out of T cell HTS, marked with its call; double positive events, %; measured here: CD8+ vesicle-bound cell fraction;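 binding gate set so that unloaded-vesicle control wells show 10% double positive cells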
Myeloid diff 2 GFP+ MAC1+ %: second read-out of Myeloid diff 2, no call of its own (marks repeat the call); GFP+ MAC1+ double positive, %; measured here: differentiation confirmed by MAC1 staining
Starred values were filed as active, the others as inactive; i = inactive; ? = inconclusive; nt = not tested or not shown; + = active, no number.

Structure	WT yeast gro inh	WT yeast gro inh mutant strain	Myeloid diff 2	Myeloid diff 2 GFP+ MAC1+ %	b-catenin transl	b-catenin transl cell count 5 µM	West Nile virus CPE	RSV antiviral HEp-2	T cell HTS	T cell HTS vesicle-bound %	MgcRacGAP inhibition	Salmonella PhoP GFP	SV40 large T antigen
CC1=C(C(=O)Nc2ccc(C)cc2C)C(c2cccs2)NC(=S)N1 (stereo unspecified)	-2	-16	i	9.1	2.8	981	-0.4%	0.1%	i	22	5%	3%	1%
CC(CNC(=O)C(C)C)NC(=O)C(C)C (stereo unspecified)	-28	20	i	1.8	-5.9	1234	-0.1%	2.3%	i	19	-1%	7%	-6%
O=S(=O)(Nc1ccccc1F)c1ccc2nsnc2c1	-27	-13	i	1.1	-4.0	1191	0.7%	-0.6%	i	16	0%	5%	10%
Cc1ncc2c(c1OC(=O)c1ccccc1)COC(C)(C)OC2	-2	-3	i	1.0	nt	nt	0.4%	1.8%	i	27	-10%	25%	12%
NC(=O)CSc1nnc(NC(=O)c2ccc(S(=O)(=O)N3CCCCC3)cc2)s1	nt	nt	i	0.5	nt	nt	nt	-0.8%	i	34	0%	8%	5%
Cn1cc(Br)c(C(=O)Nc2sc3c(c2C(N)=O)CCC3)n1	-6	-8	i	1.2	3.8	1048	0.4%	1.4%	i	36	4%	7%	3%
O=C(Nc1ccc2oc(-c3ccncc3)nc2c1)c1ccco1	nt	nt	i	3.0	nt	nt	0.0%	2.9%	i	22	7%	-4%	6%
Cc1ccc(C(=O)CSC2=NC(N)=C(C#N)C3(CCCCC3)C2C(N)=O)cc1 (stereo unspecified)	7	-6	i	0.2	-2.6	1004	-0.6%	3.8%	i	48	20%	-4%	15%
O=C(CCC1CCCCC1)N1CCN(Cc2ccc3c(c2)OCO3)CC1	6	-2	i	0.5	1.1	1122	-1.6%	8.6%	i	19	3%	6%	9%
CCCCCn1c(C(Cc2ccccc2)NC(C)=O)nc2ccccc21 (stereo unspecified)	6	19	i	5.9	-2.1	1091	-0.3%	-1.4%	i	28	1%	5%	6%
Cc1cc(NC(=O)c2cc(C(C)C)on2)nn1Cc1ccc(Cl)cc1	34	24	i	1.7	0.1	1159	0.1%	1.4%	i	18	10%	2%	-1%
C=COCCn1c(=N)n(CCC)c2ccccc21	-16	1	i	0.4	2.3	1384	0.1%	-0.1%	i	14	9%	1%	19%
Cc1ccc(NC(=O)Cn2nnc(C(=O)NCc3cccs3)c2N)c(C)c1	nt	nt	i	2.9	nt	nt	0.1%	0.9%	i	9	12%	-7%	1%
O=C(COc1cccnc1[N+](=O)[O-])Nc1ccc2c(c1)OCO2	8	5	i	0.2	1.5	1135	-0.6%	-0.4%	i	48	-56%	-8%	11%
CCCc1cc(C(=O)NCc2cccnc2)no1	-6	0	i	1.0	-0.7	1200	0.1%	0.1%	i	12	5%	-1%	-2%
CCN(C(=O)CSc1ccc2ccccc2n1)C1CCS(=O)(=O)C1 (stereo unspecified)	8	8	i	1.6	-2.6	1123	-0.4%	2.2%	i	46	10%	6%	5%
O=C(NCCNCCO)C1(C(F)(F)F)C/C(=C\CCO)CCCO1 (stereo unspecified)	nt	nt	i	1.6	nt	nt	1.2%	2.2%	i	38	2%	-6%	27%
COc1cc(CNC(=O)CCCC(=O)c2ccccc2)cc(OC)c1OC	nt	nt	i	1.8	nt	nt	-0.3%	0.0%	i	49	8%	-6%	5%
Cc1ccc(-c2n[nH]c(=O)c3ccccc23)cc1N	-1	-11	i	0.6	-2.3	860	0.8%	-1.9%	i	11	10%	-1%	16%
Cc1ccc(C)c(S(=O)(=O)Nc2cc3c4c(c2)CCN4C(=O)CC3)c1	nt	nt	i	1.4	nt	nt	nt	2.1%	i	49	4%	3%	1%
N#C/C(=C\c1ccc(C(=O)O)cc1)S(=O)(=O)c1cc(Br)ccc1Br	-2	22	i	0.2	-2.0	1162	0.3%	1.3%	i	61	9%	13%	5%
Cc1nc(C)c(-c2ccnc(/N=C/NO)n2)s1	nt	nt	i	0.7	0.1	1223	-0.2%	12%	i	11	6%	-2%	7%
Nc1nc(SCC(=O)Nc2ccc(Cl)c([N+](=O)[O-])c2)n[nH]1	nt	nt	i	0.1	nt	nt	nt	0.2%	i	50	6%	nt	nt
Cc1cc(N/N=C/c2ccc(Cl)cc2Cl)nc(NCc2ccccc2)n1	83*	81*	i	0.2	-1.3	972	-0.8%	3.5%	i	27	7%	10%	15%
Cc1nnc(SCC(=O)Nc2ccccc2C(=O)NC2CC2)s1	4	1	i	1.6	0.4	1155	-0.6%	1.2%	i	21	8%	-6%	5%
O=C1CCN(C(=O)c2ccccc2)C2CCCCC12 (stereo unspecified)	-20	-21	i	1.0	-1.1	1134	0.4%	0.0%	i	25	-4%	15%	3%
CC(OC(=O)c1cc(S(=O)(=O)N2CCOCC2)ccc1F)C(=O)NC1CCCCC1C (stereo unspecified)	nt	nt	i	0.3	nt	nt	-0.3%	1.5%	i	10	5%	3%	10%
O=C(NCc1ccco1)c1ccccc1Nc1ccc(F)cc1	23	21	i	1.2	nt	nt	2.2%	2.0%	i	56	2%	-6%	19%
Cc1cc(NC(=O)c2ccco2)c(=O)n(Cc2cccc(C(F)(F)F)c2)c1	nt	nt	i	1.0	nt	nt	-0.4%	-0.1%	i	34	5%	1%	18%
CCn1nc(C)c(NS(=O)(=O)c2ccccc2)c1C	-9	-1	i	0.8	nt	nt	-1.3%	2.2%	i	30	2%	12%	0%
CCCC(C)C(=O)NCc1ccc2c(c1)OCO2 (stereo unspecified)	32	31	i	1.4	-0.9	1041	0.1%	-0.2%	i	48	4%	-4%	17%
CCOC(=O)C1CCN(C(=O)CN(c2ccc(OC)cc2)S(=O)(=O)c2c(C)nn(C)c2C)CC1	14	8	i	4.1	nt	nt	0.1%	1.4%	i	20	2%	-5%	6%
CCC(Sc1nc2ccncc2[nH]1)C(=O)Nc1ccc(C)c(Cl)c1 (stereo unspecified)	nt	nt	i	2.4	nt	nt	-1.0%	0.8%	i	47	0%	nt	nt
COc1ccc(OC)c(NC(=O)CCNS(=O)(=O)c2cccc3nonc23)c1	nt	nt	i	2.3	nt	nt	-1.1%	1.0%	i	34	-3%	-1%	2%
CC(C)(C)c1ccc(OCCC(=O)Nc2ccc(N3CCOCC3)cc2N2CCOCC2)cc1	nt	nt	i	0.2	nt	nt	nt	21%	i	17	-14%	-6%	23%
COc1ccc(C(CC(=O)N2CCCCC2)c2c(OC)cc(OC)c3ccc(=O)oc23)cc1 (stereo unspecified)	nt	nt	i	1.9	-0.5	1135	-0.5%	0.2%	nt	nt	9%	-1%	5%
c1ccc2c(c1)OCCc1c-2[nH]c2ccccc12	nt	nt	i	1.3	nt	nt	-1.2%	44%	i	64	10%	12%	4%
O=C(CN1CCN(c2ccc(O)cc2)CC1)Nc1ccc(SC(F)F)cc1	-3	2	i	0.0	8.9	1067	-2.1%	12%	i	41	26%	12%	35%
O=C1c2ccccc2C(=O)N1CCCc1cn(C[C@H]2CC[C@@H]([C@@H]3CC[C@H](Cn4cc(CCCN5C(=O)c6ccccc6C5=O)nn4)O3)O2)nn1	nt	nt	i	0.3	nt	nt	-0.3%	3.2%	i	36	12%	-3%	19%
CCCCn1nc2cc(C(=O)NCC34CC5CC(CC(C5)C3)C4)ccc2c1OCC	12	6	+	8.2*	1.4	1077	-0.6%	-1.0%	i	32	9%	-12%	3%
O=C(O)c1ccc(NCCC2=CCCCC2)c([N+](=O)[O-])c1	22	-12	i	0.7	nt	nt	0.1%	6.8%	i	27	6%	1%	4%
Cc1ccc(N(CC(O)Cn2c3ccccc3c3ccccc32)S(C)(=O)=O)cc1 (stereo unspecified)	40	21	i	4.7	-0.2	1206	-0.2%	-2.7%	i	47	3%	9%	9%
CSc1cccc(NC(=O)CSc2nnc(C)s2)c1	-4	-12	i	1.6	-0.8	1111	0.0%	1.8%	i	44	6%	6%	4%
COc1ccc(C(=O)NCCNC(=O)c2cnccn2)cc1	nt	nt	i	0.6	nt	nt	0.3%	1.4%	i	31	8%	5%	2%
CN(C)c1nc(N)nc(CSc2nnnn2-c2cccc3ccccc23)n1	6	9	?	nt	-2.0	1052	-0.7%	9.0%	i	37	5%	2%	15%
Cn1ncc2c(Nc3cccc([N+](=O)[O-])c3)ncnc21	nt	nt	i	0.0	nt	nt	0.0%	0.7%	i	41	6%	-5%	7%
Cc1nn2c(C(F)(F)F)cc(-c3ccc(Cl)cc3)nc2c1C(=O)N1CCOCC1	12	7	i	0.6	0.6	1124	0.0%	0.3%	i	56	6%	0%	10%
CCOc1ccccc1NC(=O)C(OC(=O)c1cc(C)oc1C)c1ccccc1 (stereo unspecified)	5	-23	i	0.3	nt	nt	-1.5%	12%	i	56	2%	9%	7%
COc1ccc(-c2[nH]ncc2CN2C[C@@H]3CCC[C@H]2C3)c(F)c1	-11	-7	i	0.3	-1.6	1047	-0.6%	-0.5%	i	48	0%	6%	5%
CC(C)=CCN1CCN(CCCn2cccn2)CC1CCO (stereo unspecified)	0	8	i	0.1	-1.5	1082	0.8%	2.5%	i	60	1%	-7%	23%
CC(C)N1CCN(Cc2cnc(N3CCCC3)s2)CC1CCO (stereo unspecified)	1	-12	i	0.4	-3.9	1012	-1.0%	nt	nt	nt	3%	-2%	9%
CCCCCC(=O)NNC(=O)c1ccc(F)cc1	-10	-6	i	1.6	-0.2	1161	0.8%	0.0%	i	10	7%	-18%	6%

Assay outcomes from PubChem BioAssay.

No enrichment for hits; about 3.6% have a hit in one of these screens.
